P. falciparum M17LAP = P. falciparum M17LAP inhibitors, primary screen, biochemical, fluorogenic H-Leu-NHMec substrate, 1536-well (AID 1619) | 220,000 compounds, 0.38% hits | recombinant M17LAP, H-Leu-NHMec fluorogenic kinetic assay; higher % means a stronger effect | inhibition, % at 30 µM; hits with a dose series show IC50 in µM;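 active means compound inhibiting the enzyme by more than half at any dose during confirmatory dose-response retesting; inconclusive means strong single-dose inhibitors picked by rank but not retested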;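 further: plate controls were full reaction with DMSO carrier for no effect and no enzyme background for full effect; strong numbers were not always called active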
GPR55 beta-arrestin = GPR55 agonists via beta-arrestin recruitment, primary screen, imaging, U2OS cells, beta-arrestin-GFP redistribution (AID 1961). activation, % at 10 µM, or EC50 in µM where a hit was titrated. 290,000 compounds, 0.048% hits. U2OS GPR55 beta-arrestin-GFP redistribution imaging; higher % means a stronger effect;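 active means activation above 40% with more than 50 cells counted in the well; inconclusive means wells holding fewer than 50 cells, flagged as toxic or sparse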;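 further: U2OS osteosarcoma cells stably expressing GPR55 and beta-arrestin-GFP; plate controls were DMSO negative control for no effect and LPI positive control for full effect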
KOR beta-arrestin-1 = KOR agonists, beta-arrestin recruitment, primary screen, cell-based, luminescence, uHTS (AID 1777). KOR beta-arrestin recruitment, luminescence; higher % means a stronger effect. 280,000 compounds, 0.02% hits. activation, % at 10 µM; hits with a dose series show EC50 in µM; in the data active means activation above about 50%, passing the limit was not always enough; further: a part of the inactive calls stands beside numbers as strong as those of hits
Dynein transport = dynein cargo transport inhibition | 220,000 compounds, 0.47% hits | z-score, hits read low | 3617.4 mouse cells, GR-EGFP nuclear translocation imaging; test concentration mostly 20 µM; stimulated with dexamethasone, 1 µM; stronger effect = lower value;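 active means plate z-score of nuclear minus cytoplasmic receptor signal below a set negative limit, without overly bright fluorescence or cell loss, cut at about -3.5 in these data, passing the limit was not always enough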;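 further: z-score of nuclear minus cytoplasmic ring GR-EGFP intensity difference per well; some compounds called inactive have numbers as strong as hits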
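Buffer or medium: Induction medium lacking tetracycline, stripped serum | Also added: Dexamethasone agonist, 1.0 µM final, for 30 min | Timing: 48 h induction, 1 h compound, 30 min dex at 37 °C | Detection: Formaldehyde fixation, Hoechst nuclear stain, 10x automated fluorescence imaging | Measure: Nuclear versus cytoplasmic GR-EGFP signal, averaged per well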
M1AAP inhibition = malaria alanyl aminopeptidase activity blockers – biochemical, fluorogenic H-Leu-NHMec substrate, 1536-well (AID 1445). recombinant M1AAP, H-Leu-NHMec fluorogenic kinetic assay; higher % means a stronger effect. inhibition, % at 30 µM; hits with a dose series show IC50 in µM. 220,000 compounds, 0.42% hits;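 active means primary inhibition above the hit cutoff, then over 50% inhibition at one or more dose response concentrations, cut at about 23% in these data, passing the limit was not always enough; inconclusive means conflicting primary data, or primary hits not chosen for dose response; inactive means low primary inhibition, or under 50% at every dose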;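 further: plate controls were DMSO full reaction for no effect and no enzyme background for full effect; strong numbers were not always called active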
KOR beta-arrestin-2 = kappa opioid receptor blockers – cell-based, luminescence, uHTS (AID 1778); KOR beta-arrestin recruitment, luminescence, antagonist mode; higher % means a stronger effect; one-dose inhibition, % at 10 µM; IC50 in µM for titrated hits; 290,000 compounds, 0.091% hits; further: strong numbers were not always called active
HEK293 NOD2/NF-kB = inhibition of NOD2-driven NF-kB reporter – cell-based, luminescence, uHTS, HEK293 (AID 1566); HEK293 NOD2/NF-kB luciferase reporter, luminescence; higher % means a stronger effect; one-dose inhibition, % at 4 µM; EC50 in µM for titrated hits; 290,000 compounds, 0.63% hits; further: many of its hits are not listed in these tables
NOD1 inhibition = NOD1 signaling inhibitors, primary screen, cell-based, luminescence, uHTS (AID 1578); inhibition, % at 4 µM; hits with a dose series show EC50 in µM; NOD1-driven NF-kB luciferase reporter cells, luminescence; higher % means a stronger effect; 290,000 compounds, 1% hits; in the data active means inhibition mostly above about 36%, no sharp cut-off; inactive means mostly below about 34%;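 further: HEK-293T reporter cells stimulated with the NOD1 agonist gamma-tri-DAP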
AID2073 = inhibitors of Mint1-CaV2.2 protein interaction, biochemical, HTRF (AID 2073); HTRF protein-protein interaction, Mint1-CaV2.2; higher % means a stronger effect; inhibition, % at 20 µM; hits with a dose series show IC50 in µM; 290,000 compounds, 0.19% hits; in the data active means inhibition mostly above about 51%, no sharp cut-off; inconclusive means no clear call, values can overlap the other calls; inactive means mostly below about 53%; further: some results filed as inactive read as strong as hits
Dynein transport cytoplasmic EGFP = further read-out of Dynein transport, marked with its call; z-score; measured here: cytoplasmic GR-EGFP intensity; stronger effect = higher value
Dynein transport nuclear GR-EGFP = second read-out of Dynein transport, no call of its own (marks repeat the call); z-score; measured here: nuclear GR-EGFP intensity;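 lower value marks the stronger effect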
Dynein transport cell count = further read-out of Dynein transport, marked with its call; z-score; measured here: cell count per field
Starred values were filed as active, the others as inactive; u = inconclusive; x = not tested or not shown; [ ] = remark or other dose. Unless noted, no stated cut-off is given here; in the data, active means inhibition above about 50%; inactive means the rest. An excerpt; count on the stated rates, not on these rows.

SMILES | P. falciparum M17LAP | GPR55 beta-arrestin | KOR beta-arrestin-1 | Dynein transport | Dynein transport cytoplasmic EGFP | Dynein transport nuclear GR-EGFP | Dynein transport cell count | M1AAP inhibition | KOR beta-arrestin-2 | HEK293 NOD2/NF-kB | NOD1 inhibition | AID2073
O=C(N/N=C/c1ccsc1)c1cc(-c2ccncc2)nc2ccccc12 | -4% | -0.1% | 0.3% | -0.86 | -0.27 | -0.75 | 0.29 | 2% | -17% | -7% | -12% | 10%
CC1=C(C(=O)OC2CCCCCCC2)C(c2cc3c(cc2Br)OCO3)CC(=O)N1 (stereo not drawn) | 1% | -0.1% | x | -0.58 | 0.046 | -0.02 | 0.62 | -1% | 20% | 17% | 16% | 6%
COc1cc(OC)c(C(=O)NCC(c2cccs2)N(C)C)cc1OC (stereo not drawn) | 14% | -0.2% | -1.6% | 0.38 | -0.19 | 0.22 | 0.011 | 2% | -12% | 7% | -38% | -5%
O=C(CSc1nnc(-c2ccccc2)o1)c1ccc2c(c1)OCCO2 | 4% | -0.2% | -3.4% | -0.67 | -0.17 | 0.0011 | 0.37 | 4% | -19% | 26% | -5% | 2%
C/C(CC(=O)Nc1ccc(Cl)c(Cl)c1)=N\NC(=O)C(=O)N1CCCCC1 | 6% | 0.2% | -0.3% | 1 | -0.16 | 1.5 | -0.78 | 12% | -13% | 7% | -27% | 29%
Cc1ccc(NC(=O)CSc2nc3ccccc3c(=O)n2CCCC(=O)N2CCCC2)cc1 | 6% | -0.1% | 0.2% | 0.81 | -0.22 | 1 | -0.53 | 3% | -4% | 4% | 20% | 10%
Cn1c(SCc2ccc(C#N)cc2)nnc1-c1cccc(Cl)c1 | 7% | 0.4% | 1.7% | -0.26 | -0.28 | 0.32 | -0.57 | 14% | 8% | 14% | 7% | 6%
CCOC(=O)C1CCN(C(=O)COc2ccc(Br)cc2Br)CC1 | -6% | -0.1% | -3.7% | 0.7 | -0.34 | 0.019 | -0.33 | 4% | 6%[20 µM] | -2% | -22% | u
CC1(C)Cc2c(sc(NC(=O)C(=O)NCCCN3CCOCC3)c2C#N)CO1 | x | 0.4% | 3.9% | x | x | x | x | x | -25% | 6% | -6% | -43%
O=C(NC1CCCCCCC1)c1ccco1 | 6% | 0.3% | 0.2% | -0.98 | -0.26 | -0.5 | 0.71 | 5% | 11% | 2% | -19% | -2%
COc1cc(NS(=O)(=O)c2ccc(N)cc2)ncn1 | 0% | -0.3% | -2.4% | 0.15 | -0.36 | 0.53 | 0.62 | 0% | 2% | 23% | -11% | 39%
COC(=O)c1ccc(S(=O)(=O)N2CCCCCC2)cc1 | -6% | -0.1% | 3.8% | -0.68 | -0.3 | -0.33 | 0.55 | -2% | -25% | -12% | -11% | -10%
O=c1[nH]c(C2CCCN(S(=O)(=O)c3ccccc3)C2)nc2c1nnn2Cc1cccc(Cl)c1 (stereo not drawn) | x | 0.0% | -2.0% | x | x | x | x | x | 20% | 24% | -5% | 5%
Cc1ccc(-c2cc(C(=O)O)c3cc(Br)ccc3n2)s1 | x | 0.0% | -7.4% | x | x | x | x | x | -13% | -28% | -10% | 31%
Cc1ccccc1OCC(O)Cn1c(Br)nc2c1c(=O)n(C)c(=O)n2C (stereo not drawn) | 26% | 0.3% | -0.3% | -1.1 | -0.29 | -0.88 | 0.73 | 13% | 11% | 15% | 9% | 1%
COc1ccc(NC(=O)CSc2nnc(COc3ccccc3)n2Cc2ccco2)cc1OC | 13% | 0.3% | -0.9% | -0.81 | -0.31 | -0.2 | 0.42 | 8% | -8% | -9% | -19% | -12%
Cc1cc(C)c2ccc(/C=N/O)nc2c1O | 3% | -0.3% | x | -0.2 | -0.0075 | 0.37 | 0.56 | 10% | 3% | 17% | 2% | 4%
O=c1c2ccccc2nc2n1C(CSCc1ccc(Cl)cc1)CS2 (stereo not drawn) | 2% | -0.3% | 2.8% | -0.19 | -0.2 | 0.24 | -0.27 | 10% | -23% | 18% | -6% | -1%
Cc1cc(C)n(CCCNCC(O)c2ccccc2)n1 (stereo not drawn) | 8% | -0.3% | 1.3% | -0.73 | -0.38 | -0.57 | 1.1 | -4% | 9% | 10% | x | 8%
Cn1cc(C(=O)c2ccccc2C(=O)O)cc1C(=O)C(Cl)(Cl)Cl | x | 0.4% | -4.5% | x | x | x | x | x | 22% | -13% | -4% | 12%
O=C(Nc1ccc(F)cc1)c1cccc(N2C(=O)C3C4CCC(C4)C3C2=O)c1 (stereo not drawn) | 12% | -0.2% | -0.5% | 0.34 | -0.3 | -0.2 | -0.19 | 6% | 2% | 3% | -20% | 3%
COc1ccc(NC(=O)CSc2nnc(NC(=O)c3ccco3)s2)cc1 | 22% | -0.1% | -2.1% | -0.77 | -0.36 | -0.27 | 1.6 | 10% | -13% | -17% | -27% | 11%
COC(=O)c1noc(-c2ccc(C)cc2)n1 | 3% | -0.1% | 10% | -0.78 | -0.25 | -0.57 | 0.67 | 5% | -74% | 19% | -12% | 3%
O=C(Nc1cc([N+](=O)[O-])ccc1F)C1CC1 | -1% | -0.2% | -1.8% | -0.17 | -0.26 | 0.04 | 0.81 | 3% | 24% | 2% | -18% | 14%
O=C(CCn1cccn1)N1CCCC(N2CCN(c3cccc(C(F)(F)F)c3)CC2)C1 (stereo not drawn) | x | 0.2% | -1.1% | x | x | x | x | x | 34% | -4% | -27% | 4%

5 entries picked at random from those above, as already listed:
SMILES | P. falciparum M17LAP | GPR55 beta-arrestin | KOR beta-arrestin-1 | Dynein transport | Dynein transport cytoplasmic EGFP | Dynein transport nuclear GR-EGFP | Dynein transport cell count | M1AAP inhibition | KOR beta-arrestin-2 | HEK293 NOD2/NF-kB | NOD1 inhibition | AID2073
CC1(C)Cc2c(sc(NC(=O)C(=O)NCCCN3CCOCC3)c2C#N)CO1 | x | 0.4% | 3.9% | x | x | x | x | x | -25% | 6% | -6% | -43%
CC1=C(C(=O)OC2CCCCCCC2)C(c2cc3c(cc2Br)OCO3)CC(=O)N1 (stereo not drawn) | 1% | -0.1% | x | -0.58 | 0.046 | -0.02 | 0.62 | -1% | 20% | 17% | 16% | 6%
Cn1c(SCc2ccc(C#N)cc2)nnc1-c1cccc(Cl)c1 | 7% | 0.4% | 1.7% | -0.26 | -0.28 | 0.32 | -0.57 | 14% | 8% | 14% | 7% | 6%
COc1cc(NS(=O)(=O)c2ccc(N)cc2)ncn1 | 0% | -0.3% | -2.4% | 0.15 | -0.36 | 0.53 | 0.62 | 0% | 2% | 23% | -11% | 39%
Cn1cc(C(=O)c2ccccc2C(=O)O)cc1C(=O)C(Cl)(Cl)Cl | x | 0.4% | -4.5% | x | x | x | x | x | 22% | -13% | -4% | 12%

(list continues)
SMILES | P. falciparum M17LAP | GPR55 beta-arrestin | KOR beta-arrestin-1 | Dynein transport | Dynein transport cytoplasmic EGFP | Dynein transport nuclear GR-EGFP | Dynein transport cell count | M1AAP inhibition | KOR beta-arrestin-2 | HEK293 NOD2/NF-kB | NOD1 inhibition | AID2073
Cc1ccc(S(=O)(=O)N=S(CC2CC2(Cl)Cl)CC2CC2(Cl)Cl)cc1 (stereo not drawn) | 23% | -0.1% | -0.8% | -1 | 0.034 | -0.52 | 0.81 | 17% | 6% | 5% | -17% | -4%
Fc1ccc(Nc2ncnc3sc4c(c23)CCC4)cc1 | -2% | 0.6% | 0.5% | -0.4 | -0.25 | -0.48 | 0.54 | 6% | 19% | -10% | 36% | -2%
O=C(O)c1cccc(S(=O)(=O)N2CCN(C(c3ccccc3)c3ccccc3)CC2)c1 | 2% | -0.5% | -2.4% | -0.68 | -0.31 | -0.36 | 0.55 | 3% | -8% | 10% | -14% | 10%
Cc1ccc(C(C)NC(=O)Cc2cccs2)cc1C (stereo not drawn) | x | 0.0% | -1.4% | x | x | x | x | x | 14% | -6% | -24% | 9%
CCOC(=O)N1CCN(C(=O)COC(=O)Cc2ccc(OC)cc2)CC1 | x | 0.0% | -0.4% | x | x | x | x | x | -41% | -1% | -34% | 6%
COc1ccc(Cl)cc1NC(=O)Cn1cccc1 | 9% | -0.1% | 7.0% | 1.8 | 0.058 | 1.5 | -2.4 | 0% | -19% | 2% | -38% | -7%
COCCn1nnnc1C(CC(C)C)N1CCN(C(=O)c2ccco2)CC1 (stereo not drawn) | 15% | -0.2% | 15% | 0.51 | -0.22 | 0.62 | 0.45 | -5% | 8% | -6% | -14% | -4%
Cc1ccc(Nc2cc(=O)[nH]c(=O)[nH]2)c(C)c1 | 8% | -0.1% | -3.0% | -0.15 | -0.21 | -0.2 | 0.44 | 5% | 26% | 15% | 17% | 4%
Cn1cccc1Cc1nnc(SCC(=O)NCc2ccccc2Cl)n1-c1ccc(F)cc1 | 8% | 0.4% | -5.5% | 0.35 | -0.036 | 0.47 | -0.32 | 7% | 34% | 6% | 18% | 0%
CC(=O)c1c(C)[nH]c(C(=O)COC(=O)c2cc(S(=O)(=O)N(C)c3ccccc3)ccc2Cl)c1C | 8% | 0.2% | 6.2% | -0.72 | -0.34 | -0.54 | 1.1 | 4% | -28% | 7% | -2% | 11%
CC(=O)Nc1ccc(Cc2nc3ccccc3[nH]2)cc1 | x | -0.1% | -8.8% | -0.069 | -0.33 | 0.47 | 0.55 | x | -27%[20 µM] | 27% | -8% | -8%
COC(=O)C(Cc1ccccc1)NC(=O)CNC(=O)c1ccccc1OC (stereo not drawn) | x | 0.0% | -1.6% | x | x | x | x | x | -16% | -6% | -24% | -1%
CCn1c(CC(=O)Nc2ccccc2F)nnc1SCC(=O)Nc1nnc(C)s1 | x | -0.1% | -1.7% | x | x | x | x | x | 4% | 2% | -22% | -3%
O=C(Nc1ccc(OC(F)(F)F)cc1)Nc1cccnc1 | -1% | 0.2% | 0.8% | -0.38 | -0.31 | -0.43 | 0.91 | 2% | 4% | -40% | -18% | 2%
Cc1ccc(CSc2nc3ccncc3n2CC(=O)Nc2cc(C)cc(C)c2)cc1 | -4% | -0.2% | x | -0.29 | -0.25 | 0.51 | 0.52 | -1% | x | -21% | -35% | 3%
O=C(NCCCO)c1c(O)c2cccc3c2n(c1=O)CCC3 | x | -0.2% | 12% | x | x | x | x | x | 11% | 20% | -8% | 8%
